# Source: PubChem
# Menin MLL FP TR: inhibitors of human menin-MLL interaction, mutant MLL peptide; actives 0.23% (n = 270,000); Potency, µM (titrated, usually from 61.6 µM), inactives show top-dose FP activity change, negative = inhibition, most hits filed as inhibitors; Menin + Texas Red MLL mutant peptide, fluorescence polarization; O00255; active = well fitted inhibition curve with a large enough effect in the polarisation, with a control signal flat, not every such curve was filed as active; inconclusive = small, poorly fitted or top-dose-only effect, or effect the other way, or a change in a side signal; inactive = no such curve, though single readings can be large or run the other way; the % refers to the polarisation; note: potency is the fitted concentration of half-maximal effect; % of control where 0% means no effect; many of its hits are not listed in these tables
# KCNH2 3.1 inh: inhibitors of human KCNH2 3.1 potassium channel isoform. U2OS KCNH2 3.1, thallium flux FluxOr; hits give low values. activity change, % (tested at about 1.8 µM). actives 0.95% (n = 340,000). AID 720553;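 active = maximum activity change below -70%; inconclusive = maximum activity change from -70% to -50%; inactive = maximum activity change above -50%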;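 note: thallium influx rate constant from kinetic fluorescence after stimulation buffer; % is set by controls: 0 for no effect and ±100 for the full control effect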
#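 Steps: virus added to U2OS suspension (4 h, RT, dark); medium with 10% FBS added, cells plated, 37 C overnight; FluxOr/Red40 loading buffer 45 min RT; stimulation buffer, 2 min kinetic read; rate constant normalized.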
# NPC1 promoter act: activators of NPC1 promoter; actives 2.4% (n = 320,000); Huh7 NPC1 promoter luciferase reporter, 24 h; Potency, µM (doses to about 9.22 µM), without a hit: at the highest dose activation, most hits filed as activators;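 note: potency is the fitted concentration of half-maximal effect; % of control where 0% means no effect; nearly all actives have a fitted effect of over 60% in size; reporter is driven by a mutant NPC1 promoter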
#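 In 1536-well qHTS, Huh7 cells harboring an NPC1 promoter–luciferase construct received compound for 24 h; activation was quantified by luminescence following luciferase reagent addition.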
# Rab9 prom act: Rab9 promoter activation. Huh7 Rab9 promoter-luciferase reporter, luminescence, 24 h. Potency, µM (titrated, usually from 9.22 µM), without a hit: top-dose activation, negative = inhibition, actives largely listed as activators. actives 2.8% (n = 320,000); note: potency is the fitted concentration of half-maximal effect; % of control where 0% means no effect; nearly all actives have a fitted effect of over 60% in size
#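 Cell-based reporter: Huh7 stable for Rab9 promoter-driven luciferase, plated in reduced-serum medium with 10% FBS at 1500 cells/well, compound-treated 24 h at 37 °C, luminescence read after 10 min reagent.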
# RORgamma inh: blocks mouse ROR gamma transcriptional activity | P51450 | actives 5.4% (n = 310,000) | AID 2551 | Drosophila S2 Gal4-RORgamma UAS-luciferase reporter, 20 h | Potency, µM (doses to about 53.6 µM), for inactives: at the top dose activity change, negative = inhibition, usual class: inhibitors; note: potency is the fitted concentration of half-maximal effect; % is set by controls: 0 for no effect and ±100 for the full control effect; nearly all actives have a fitted effect of over 60% in size
# Target sequence (P51450 whole entry, looked up, the tested form may be a part): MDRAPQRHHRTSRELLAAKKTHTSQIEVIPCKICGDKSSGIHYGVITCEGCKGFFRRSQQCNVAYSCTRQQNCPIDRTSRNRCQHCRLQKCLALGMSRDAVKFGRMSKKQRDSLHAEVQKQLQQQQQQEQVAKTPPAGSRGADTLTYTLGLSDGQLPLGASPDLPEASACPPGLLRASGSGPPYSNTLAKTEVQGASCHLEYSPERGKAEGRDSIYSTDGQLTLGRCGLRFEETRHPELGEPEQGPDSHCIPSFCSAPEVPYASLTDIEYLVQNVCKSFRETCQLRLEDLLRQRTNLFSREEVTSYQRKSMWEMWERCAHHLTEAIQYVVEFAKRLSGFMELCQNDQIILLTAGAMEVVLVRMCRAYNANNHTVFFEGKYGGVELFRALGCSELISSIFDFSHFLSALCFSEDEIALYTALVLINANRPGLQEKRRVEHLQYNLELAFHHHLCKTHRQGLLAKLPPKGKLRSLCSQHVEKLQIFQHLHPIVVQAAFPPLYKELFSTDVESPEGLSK
#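 Stable Schneider cell line, Gal4 DNA-binding domain fused to ROR gamma, UAS-luciferase. Cmpd 1 hr RT → CuSO4 700 uM final → 20 hr RT → luciferase reagent 10 min → luminescence.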
# VP16 counter: counter-screen for ROR gamma inhibitors: Gal4-VP16 reporter; actives 3.5% (n = 310,000); Drosophila S2 Gal4-VP16 UAS-luciferase, luminescence, 20 h; AID 2546; Potency, µM (titrated, usually from 53.6 µM), without a hit: at the top dose activity, negative = inhibition, actives largely listed as inhibitors;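 note: Gal4-VP16 expression switched on by copper sulfate through the metallothionein promoter; potency is the fitted concentration of half-maximal effect; % is set by controls: 0 for no effect and ±100 for the full control effect; nearly all actives have a fitted effect of over 50% in size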
# Mito fusion act: mitochondrial division inhibition or fusion activation | S. cerevisiae fusion-defective mutant growth rescue, CellTiterGlo 48 h | Potency, µM (series often up to 46.1 µM), inactives show top-dose growth rescue (activation), most hits filed as activators | actives 0.23% (n = 320,000);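 note: potency is the fitted concentration of half-maximal effect; % of control where 0% means no effect; nearly all actives have a fitted effect of over 45% in size; temperature-sensitive fusion mutants such as fzo1-1 at 37 °C on non-fermentable ethanol glycerol medium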
#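 Temperature-sensitive fusion-defective S. cerevisiae (e.g. fzo1-1, mgm1-5) were grown with compound in YPEG medium (3% ethanol, 3% glycerol) for 48 hours at 37C. Growth rescue was measured as viability by CellTiterGlo luminescence after 10 minutes at ambient.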
# PKM2 activator: activators of human pyruvate kinase M2 | purified PKM2, Kinase-Glo ATP luminescence, activation; response scale: 0% is enzyme alone, no compound | actives 0.34% (n = 260,000) | Potency, µM (series often up to 57.5 µM), inactives show top-dose activation, hits mostly activators | P14618 | AID 1631; note: potency is the fitted concentration of half-maximal effect; % is set by controls: 0 for no effect and ±100 for the full control effect; nearly all actives have a fitted effect of over 55% in size
# Target sequence (P14618 whole entry, looked up): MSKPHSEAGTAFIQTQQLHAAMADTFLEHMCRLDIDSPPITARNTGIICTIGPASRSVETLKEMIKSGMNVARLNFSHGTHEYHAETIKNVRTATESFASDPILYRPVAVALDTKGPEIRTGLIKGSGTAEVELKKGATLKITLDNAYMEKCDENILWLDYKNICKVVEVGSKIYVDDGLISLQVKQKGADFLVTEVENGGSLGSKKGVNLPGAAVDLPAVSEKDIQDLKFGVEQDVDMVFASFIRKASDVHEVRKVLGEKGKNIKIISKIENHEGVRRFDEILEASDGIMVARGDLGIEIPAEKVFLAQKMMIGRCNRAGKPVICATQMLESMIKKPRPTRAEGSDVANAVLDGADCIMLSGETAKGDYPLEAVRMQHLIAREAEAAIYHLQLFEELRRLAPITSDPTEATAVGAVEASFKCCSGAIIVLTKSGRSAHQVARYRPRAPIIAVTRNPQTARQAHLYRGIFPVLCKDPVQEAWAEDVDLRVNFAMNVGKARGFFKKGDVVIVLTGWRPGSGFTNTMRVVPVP
#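 Purified hPK-M2 (>95% pure) converted ADP (0.1 mM final) to ATP with 0.5 mM PEP in 50 mM imidazole pH7.2, KCl, MgCl2, Tween 20, BSA; 1 h at room temperature. ATP detected by Kinase-Glo luminescence.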
# MBNL1 CUG block: blocks human MBNL1 binding to CUG repeat RNA; Q9NR56; TR-FRET MBNL1-His/biotin-(CUG)12 binding, 665/545 ratio; Potency, µM (doses to about 57.5 µM), for inactives: at the top dose activity change, negative = inhibition, actives largely listed as inhibitors; actives 0.036% (n = 280,000); AID 2675; active = well fitted inhibition curve with a large enough effect in the signal ratio, with a control signal flat, not every such curve was filed as active; inconclusive = small, poorly fitted or top-dose-only effect, or effect the other way, or a change in a side signal; inactive = no such curve, though single readings can be large or run the other way; the % refers to the signal ratio; note: potency is the fitted concentration of half-maximal effect; % is set by controls: 0 for no effect and ±100 for the full control effect
#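 TR-FRET readout: Ex 340 nm, 665/545 nm emission ratio, normalized to buffer-only (basal) and MBNL1-(CUG)12 controls. Complex of MBNL1-His with Biotin-(CUG)12, compounds 92 nM–58 uM, incubated 60 min at room temperature.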
# FLuc modulator: firefly luciferase modulation, counter-screen for miR-21 project | P08659 | purified FLuc, Km substrates, luminescence inhibition | Potency, µM (series often up to 57.5 µM), inactives show top-dose activity change, negative = inhibition, usual class: inhibitors | actives 6.9% (n = 360,000) | AID 588342;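 note: potency is the fitted concentration of half-maximal effect; plate controls were vehicle for no effect and reference inhibitor for full effect; nearly all actives have a fitted effect of over 55% in size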
#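 Biochemical qHTS of compounds, final roughly 60 µM downward over six points, against 10 nM purified firefly luciferase using Km concentrations of substrates (10 uM D-luciferin, 10 uM ATP) in Tris acetate pH 7.5 buffer; luminescence output.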
# ELG1 repair inh: inhibitors of ELG1-dependent DNA repair in HEK293T cells | Potency, µM (doses to about 46.1 µM), for inactives: top-dose activity change, negative = inhibition, most hits filed as inhibitors | AID 504467 | HEK293T ELG1-luciferase reporter, luminescence, 16 h; DNA damage induced by 5-fluorouridine | actives 2.3% (n = 330,000); note: potency is the fitted concentration of half-maximal effect; % is set by controls: 0 for no effect and ±100 for the full control effect; nearly all actives have a fitted effect of over 55% in size
#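 Overnight (16 hr) co-exposure of 2,000 cells/well to 5-fluorouridine and compound at 37 °C preceded detection. Luciferase was quantified via ONE-Glo luminescence; loss of signal denotes inhibition.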
# Starred values were filed as active, the others as inactive; u = inconclusive; x = no result given; [ ] = remark or other dose. Unless noted, calls come from the whole dose curve; as a rule, active = well fitted curve in the direction sought with a large enough effect; inconclusive = small, poorly fitted or top-dose-only effect, or another doubt; inactive = no such curve, though single readings can be large; an effect the other way counts as inactive or inconclusive. Some of the compounds tested. The share of hits here may be higher or lower than overall.
SMILES,Menin MLL FP TR,KCNH2 3.1 inh,NPC1 promoter act,Rab9 prom act,RORgamma inh,VP16 counter,Mito fusion act,PKM2 activator,MBNL1 CUG block,FLuc modulator,ELG1 repair inh
CN1CCN(CCC(=O)N2c3ccccc3Sc3ccc(Cl)cc32)CC1,u,-18,2%,-9%,u,-7%,-1%,2%,-4%,4%,-1%
O=c1[nH]c(-c2cccs2)nc2ccccc12,4%,0,14%,5%,34%,7%,2%,u,13%,u,u
Cc1nc(C(F)(F)F)c(C(=O)N=CN(C)C)s1,-3%,4,-1%,-17%,-1%,-5%,-1%,-19%,-7%,-1%,9%
CCN(CC)C(=O)c1ccc(S(=O)(=O)c2ccccc2)cc1,-7%,-6,2%,-2%,-10%,4%,2%,-5%[11.5 µM],-3%,-11%,-5%
CC(=O)N1c2ccccc2CCc2ccc([N+](=O)[O-])cc21,-12%,6,2%,-4%,-26%,6%,1%,-4%[11.5 µM],u,-5%,-4%
CCOC(=O)C1=C(C)Nc2ccccc2N=C1N,-20%,4,0%,-1%,0%,-17%,5%,17%,-5%,-8%,8%
CCOC(=O)c1c(C)[nH]c(C)c1S(=O)(=O)N(C)CC(=O)NCc1cccc(C)c1,x,11,-4%,3%,18%,-15%,-2%,x,1%,0%,18%
Cc1no[n+]([O-])c1COc1cccc(/C=C2\N=C(c3ccccc3)OC2=O)c1,-3%,9,1%,1%,-6%,-14%,-2%,0%,x,-2%,-2%
CC(C)n1c(=S)[nH]c2ccccc2c1=O,8%,3,4%,-10%,u,4µM*,-4%,-1%,-9%,-3%,-4%
O=C(NCc1ccco1)/C(=C/c1ccc([N+](=O)[O-])cc1)NC(=O)c1ccco1,x,-11,1%,0%,-1%,-2%,0%,x,u,4%,-7%
Clc1ccc(CN2CCCCCCC2)cc1Cl,-7%,10,0%,-2%,12%,-14%,4%,-3%,u,5%,8%
O=C(Nc1ccc2oc(-c3cccnc3)nc2c1)c1ccc2c(c1)OCCO2,30%,x,11%,29%,7%,1%,3%,-3%,75%[activator],2.4µM*,u
CCOC(=O)Cc1csc(NS(=O)(=O)c2cc(Cl)ccc2Cl)n1,u,6,-2%,0%,-31%[1.91 µM],-6%,1%,1%,-9%,4%,9%
CCc1ccc(NC(=O)/C(C#N)=C\c2ccc(OC)c(C(=O)O)c2)cc1,19%,3,1%,5%,-6%,0%,-1%,1%,5%,0%,-1%
O=S(=O)(NCC1CCCO1)c1ccc(-c2ccc(Cl)cc2)cc1 (stereo not given),-7%,6,-9%,-14%,u,u,-3%,23%,-7%,-9%,u
O=C(COC(=O)/C=C/c1ccc(Cl)cc1)NCCc1ccccc1,-18%,9,-2%,-4%,37%,-5%,1%,6%,x,-2%,3%
COc1ccc(CCNC(=O)Cn2nc(C)c3c(C)n(-c4ccccc4)nc3c2=O)c(OC)c1,-7%,8,-5%,-1%,4%,1%,-1%,x,3%,1%,-7%
CC(C)(C)C(=O)N1CCN(CCN2C(=O)c3cccc4cccc(c34)C2=O)CC1,u,0,0%,6%,x,x,2%,0%,u,-5%,-7%
NC(=O)C1CCN(C(=O)c2cc3ccccc3cc2O)CC1,x,0,1%,-1%,x,x,7%,x,x,1%,15%
O=C(Cn1c(=O)[nH]c2ccccc2c1=O)Nc1cccnc1,0%,-4,1%,1%,2%,3%,9%,x,-5%,0%,6%
Cc1ccc2c(CC(=O)NCCc3ccc(S(N)(=O)=O)cc3)coc2c1,x,15,-5%,-3%,8%,4%,6%,2%,-2%,4%,-8%
O=C(COC(=O)c1ccco1)Nc1nc2c(F)c(F)c(F)cc2s1,u,-2,2%,-4%,5%,4%,6%,1%,14%,1%,3%
CC(=O)N1CCC(=NNC(=O)c2cc3ccccc3cc2O)CC1,x,7,5%,-1%,10µM*,-10%,-5%,x,17%,u,1%
Cc1c([N+](=O)[O-])c(C(=O)NC2CCCC2)nn1C,11%,3,5%,3%,x,x,0%,0%,2%,0%,4%
O=C(Nc1nccs1)C12CC3CC(C1)CC(C(=O)Nc1nccs1)(C3)C2,0%,-6,-3%,0%,u,u,1%,-16%,-3%,-11%,u
CCN(CC)S(=O)(=O)c1cccc(-c2nnc(C(=O)c3ccc(C(F)(F)F)cc3)o2)c1,17%,-10,-2%,7%,5%,-4%,-2%,5%,11%,-1%,u
C=Cc1ccc(C(=O)N2CCCC(CCC(=O)N3CCN(c4ccccn4)CC3)C2)cc1 (stereo not given),x,16,2%,0%,17%,-3%,0%,-4%,-1%,2%,-21%
CCCCOC(=O)c1ccc(NC(=O)C(CCS(C)(=O)=O)NC(C)=O)cc1 (stereo not given),-9%,-16,-2%,6%,-8%,-9%,0%,-2%,-9%,-3%,1%
CSCC[C@H](NC(=O)OC(C)(C)C)C(=O)N1CCC(C(=O)N[C@@H](C)C(=O)NC(C)c2ccccc2)CC1 (stereo not given in full),-2%,0,0%,0%,-14%,5%,8%,0%,-7%,0%,u
COCc1cc(C)nc(N2CCCCC2)c1C#N,-13%,1,0%,-3%,7%,-16%,0%,3%,-13%,0%,18%
Cc1nc(Nc2ccccc2F)c2nnn(Cc3ccccc3Cl)c2n1,-27%,-2,-5%,19%,3%,2%,-1%,0%[11.5 µM],-4%,-4%,-2%
O=C(Nc1nc(-c2ccc(F)c(F)c2)cs1)Nc1ccc(F)cc1F,u,-44,-3%,-6%,-2%,-2%,-3%,x,-7%,1%,20%
O=C(NN1CCOCC1)c1ccccc1,x,4,7%,3%,14%,5%,2%,11%,-9%,0%,-2%
CCCn1c(SC(C)C(=O)NCC2CCCO2)nc2cc(Cl)ccc2c1=O (stereo not given),x,-12,-6%,-6%,x,x,9%,x,x,-3%,u
COc1ccccc1NC(=O)Cn1cnc2c1c(=O)n(C)c(=O)n2C,4%,37,-3%,-6%,-3%,-11%,-2%,-1%,-11%,4%,9%
COc1cc(Cl)ccc1OCc1cc(C(=O)N2CCC(N(C)C)C2)no1 (stereo not given),0%,2,1%,-3%,10%,-7%,-3%,-10%,-2%,-17%,15%
Cc1ccc2c(c1)C1CN(C)CCC1N2C(=S)Nc1ccc(Cl)cc1Cl (stereo not given),4%,-8,-5%,1%,u,-5%,3%,-6%,0%,7%,-3%
CCc1nc(SCC(=O)Nc2ccccc2Cl)n[nH]1,u,21,1%,5%,15%,8%,-5%,-2%,-4%,-1%,5%
N#Cc1c(C#N)c(O)c2ccccc2c1O,u,-8,-3%,5%,-7%,1%,1%,1%,u,u,-7%
Cc1cc(C)cc(NC(=S)NCC2CCN(C(C)c3ccccc3)C2)c1 (stereo not given),-21%,-5,-6%,1%,u,u,2%,-10%,-5%,-6%,u
CCn1c(CC(=O)Nc2ccc(Cl)c(Cl)c2)nnc1SCc1ccc(Cl)cc1,-27%,3,-2%,-1%,0%,-20%,-1%,-2%,-12%,-1%,5%
Cc1ccc(C(C)NC(=O)c2ccc3c(c2)OCCO3)cc1C (stereo not given),2%,-8,-9%,-1%,-6%[1.91 µM],7%,0%,0%,-10%,1%,-14%
CCC(=O)Nc1ccccc1N1CCN(c2ccc(F)cc2)CC1,-7%,-2,-2%,-1%,14%,-7%,4%,4%,24%,-1%,-16%
CC(C)(C)OC(=O)N/N=C/c1ccc(N2CCOCC2)s1,1%,-8,19%,22%,22%,3%,-4%,3%,u,u,u
COC(=O)c1ccccc1NC(=O)NCC1CCCO1 (stereo not given),-21%,-20,-1%,-10%,3%,-1%,1%,2%,2%,7%,29%
COc1ccc(C(=O)N2CCC(O)(c3ccc(F)cc3)CC2)cc1OC,-10%,-1,-3%,1%,6%,-7%,1%,6%,6%,2%[2.3 µM],11%
COc1cc(/C=C2/C(=O)NN(c3cccc(Cl)c3)C2=O)cc(OC)c1O,u,20,1%,0%,-8%,-28%,-14%,-5%,2%,21µM*,23%
O=C(O)/C=C/C(=O)NCCC(c1ccccc1)c1ccccc1,x,7,5%,-4%,11%,-2%,-2%,-2%,-8%,0%,0%
